Compound activity from PubChem.
SUMO1 PPI mod: modulators of SUMO1 protein-protein interactions, primary screen, biochemical, uHTS | Small ubiquitin-related modifier 1 (Homo sapiens), P63165 | SUMO1 binding to a labelled peptide, TR-FRET, 1 h | inhibition, % at 20 µM | actives 0.33% (n = 360,000) | AID 602429, 2012; in the data active means inhibition above about 37%
DNMT1 inh: human DNMT1 methyltransferase inhibitors, primary screen, biochemical, molecular beacon, fluorescence, HinP1I cleavage, uHTS | DNA (cytosine-5)-methyltransferase 1 (Homo sapiens), P26358 | inhibition (reported as % activation of signal), % at 10 µM | actives 0.83% (n = 360,000) | AID 588458, 2011; in the data active means inhibition above about 50%
Scp-1 inhibitor: Scp-1 phosphatase inhibitors, primary screen, biochemical, colorimetric, uHTS; Carboxy-terminal domain RNA polymerase II polypeptide A small phosphatase 1 (Homo …; Recombinant Scp1, phosphopeptide, malachite green phosphate absorbance; inhibition, % at 20 µM; actives 0.88% (n = 340,000); AID 493091, 2011;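 active means inhibition above about 50% at 20 µM, limit read from the data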;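 further: plate controls were DMSO wells with enzyme for no effect and wells lacking enzyme for full effect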
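Material – SCP-1 phosphatase catalytic domain, residues 76-261 · Buffer or medium – Acidic Tris acetate buffer with magnesium and detergent · Also added – Phospho 17-mer peptide substrate · Compound – single 20 µM dose, 1% DMSO · Times – 45 min room-temperature reaction, 5 min colour, 30 min stabiliser · Technique – Phosphate-binding colour reagent, absorbance read at 630 nm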
CendR NRP1 mod: modulators of CendR peptide binding to NRP-1, primary screen, biochemical, fluorescence polarization, uHTS; inhibition, % at 25 µM; AID 602438, 2012; FAM-RPARPAR peptide binding to NRP-1; actives 0.85% (n = 360,000);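 active means inhibition or corrected inhibition above about 18%, plus a signal ratio from 0.5 to 1.5, limit read from the data, passing the limit was not always enough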; further: strong numbers were not always called active
Target sequence (O14786 whole entry, looked up): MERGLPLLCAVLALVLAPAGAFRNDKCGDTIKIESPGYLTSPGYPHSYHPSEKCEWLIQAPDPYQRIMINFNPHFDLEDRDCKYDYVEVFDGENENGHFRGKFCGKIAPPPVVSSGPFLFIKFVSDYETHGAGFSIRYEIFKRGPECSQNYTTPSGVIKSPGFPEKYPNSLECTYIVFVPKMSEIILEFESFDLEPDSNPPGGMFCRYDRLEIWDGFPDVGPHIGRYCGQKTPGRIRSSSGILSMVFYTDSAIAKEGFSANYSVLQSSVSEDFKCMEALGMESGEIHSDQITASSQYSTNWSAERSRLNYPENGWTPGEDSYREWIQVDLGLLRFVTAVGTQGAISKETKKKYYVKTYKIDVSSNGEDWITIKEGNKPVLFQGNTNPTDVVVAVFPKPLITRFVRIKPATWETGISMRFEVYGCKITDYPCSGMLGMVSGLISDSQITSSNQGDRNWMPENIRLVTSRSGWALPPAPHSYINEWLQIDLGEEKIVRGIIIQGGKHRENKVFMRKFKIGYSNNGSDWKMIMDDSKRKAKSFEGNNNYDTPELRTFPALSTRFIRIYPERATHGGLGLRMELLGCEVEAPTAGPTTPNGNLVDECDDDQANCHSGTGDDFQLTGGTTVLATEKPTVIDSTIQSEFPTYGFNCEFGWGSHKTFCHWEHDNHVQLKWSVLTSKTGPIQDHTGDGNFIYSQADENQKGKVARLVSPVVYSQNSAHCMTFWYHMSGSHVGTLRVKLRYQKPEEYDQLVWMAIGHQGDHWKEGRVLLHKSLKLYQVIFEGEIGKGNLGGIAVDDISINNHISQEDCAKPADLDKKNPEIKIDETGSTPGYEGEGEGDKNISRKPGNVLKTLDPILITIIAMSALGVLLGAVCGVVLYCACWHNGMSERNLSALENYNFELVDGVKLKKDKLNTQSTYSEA
eLon inh: inhibitors of E. coli Lon protease, primary screen, biochemical, fluorescence polarization; actives 0.42% (n = 360,000); purified E. coli Lon protease; inhibition, % at 7.94 µM; in the data active means inhibition above about 13%, passing the limit was not always enough;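 further: 0% = enzyme with probe and DMSO and 100% = no enzyme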
MsrA act: bovine MsrA enzyme activators, primary screen, biochemical, absorbance, HTS | actives 0.3% (n = 360,000) | Methionine sulfoxide reductase A (Bos taurus) | AID 602163, 2012 | activation, % at 10.6 µM | purified bovine MsrA, absorbance read-out; in the data active means activation above about 7.5%;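 further: 0% = vehicle and 100% = reference activator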
TbMetRS inhib: T. brucei MetRS inhibitors, primary screen, biochemical, luminescence; methionyl-tRNA synthetase (Trypanosoma brucei brucei); purified T. brucei MetRS, ATP depletion, Kinase-Glo luminescence; inhibition, % at 11.9 µM; actives 0.4% (n = 360,000); AID 624268, 2012;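 active means inhibition above a per-plate cutoff of the control wells' mean inhibition plus 3 SD, cut at about 5.5% in these data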;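 further: 0% = DMSO wells median and 100% = median of wells with control inhibitor compound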
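technique = Kinase-Glo luminescence, ATP depletion format | system = purified MetRS (methionyl-tRNA synthetase) enzyme from Trypanosoma brucei | timing = 15 min preincubation, 2 h reaction, all 25 °C | evaluation = percent inhibition versus plate control medians | dosing = single dose, 11.9 µM final nominal, 0.9% final DMSO | also added = substrates ATP, L-methionine and bulk Escherichia coli tRNA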
LMPTP inh: LMPTP phosphatase inhibitors, primary screen, biochemical, fluorescence intensity, uHTS. inhibition, % at 20 µM. AID 651560, 2012. recombinant LMPTP-A, OMFP fluorogenic substrate. actives 0.22% (n = 360,000). Low molecular weight phosphotyrosine protein phosphatase (Homo sapiens), P24666;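 active means compounds that cut the enzyme signal by at least half of the control window in the single-dose screen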;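 further: plate controls were DMSO wells with enzyme plus substrate for no effect and substrate without enzyme for full effect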
Target sequence (P24666 whole entry, looked up): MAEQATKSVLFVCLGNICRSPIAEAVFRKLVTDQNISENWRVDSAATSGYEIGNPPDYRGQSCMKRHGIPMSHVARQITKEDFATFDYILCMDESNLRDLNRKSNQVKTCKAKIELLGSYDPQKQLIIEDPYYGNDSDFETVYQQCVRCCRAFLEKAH
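Test system: LMPTP-A, protein tyrosine phosphatase of low molecular weight; Input: 0.625 nM enzyme; Incubation: 50 min dark incubation at room temperature; Signal: endpoint fluorescence intensity from OMFP dephosphorylation; Read-out basis: % inhibition versus control wells.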
MsrA inhibitor: bovine MsrA enzyme inhibitors, primary screen, biochemical, absorbance, HTS; inhibition, % at 15.5 µM; purified bovine MsrA, absorbance read-out; AID 651718, 2012; actives 0.75% (n = 360,000); Methionine sulfoxide reductase A (Bos taurus); in the data active means inhibition above about 4.5%;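 further: 0% = vehicle wells with enzyme and 100% = reference inhibitor wells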
STEP inh: STEP phosphatase inhibitors, primary screen, biochemical, fluorescence intensity, uHTS. Tyrosine-protein phosphatase non-receptor type 5 (Homo sapiens), P54829. recombinant STEP, OMFP fluorogenic substrate. inhibition, % at 20 µM. actives 0.25% (n = 360,000). AID 588621, 2011;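 active means inhibition at 20 µM, scaled per plate between control wells, above about 37%, limit read from the data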;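 further: 0% = DMSO with enzyme and substrate and 100% = substrate only without enzyme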
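Test system: STEP tyrosine phosphatase / Reagent: OMFP at 25 µM / Doses: 20 µM, 1% DMSO / Read-out: percent inhibition scaled to no-enzyme and uninhibited-enzyme controls, plate-pattern corrected / Detection: FITC-channel fluorescence of OMFP product / Medium: Bis-Tris buffer pH 6.0, 2.5 mM DTT, 0.005% Tween 20 / Schedule: 20 min at room temperature, dark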
An asterisk follows results filed as active.

How did Cc1cccc(NS(=O)(=O)c2cccc(C(=O)N3CCN(S(=O)(=O)c4ccccc4)CC3)c2)c1 do in these assays?
SUMO1 PPI mod: 2.2; DNMT1 inh: -1.0; Scp-1 inhibitor: -11.4; CendR NRP1 mod: -2.8; eLon inh: -13.1; MsrA act: -1.5; TbMetRS inhib: -0.5; LMPTP inh: 0.9; MsrA inhibitor: 1.8; STEP inh: 2.1

How did O=C(c1cccc(C(F)(F)F)c1)N1CCC(O)(CS(=O)(=O)Cc2ccc(Cl)cc2)CC1 do in these assays?
SUMO1 PPI mod: -3.6; DNMT1 inh: -1.6; Scp-1 inhibitor: -2.4; CendR NRP1 mod: -1.5; eLon inh: 5.4; MsrA act: -11.1; TbMetRS inhib: -1.4; LMPTP inh: 0.4; MsrA inhibitor: -0.2; STEP inh: -2.5

How did Cc1cc(C)n(C(=O)c2ccc([N+](=O)[O-])cc2Cl)n1 do in these assays?
SUMO1 PPI mod: -22.2; DNMT1 inh: -1.5; Scp-1 inhibitor: -5.0; CendR NRP1 mod: 3.1; eLon inh: 7.3; MsrA act: -7.0; TbMetRS inhib: -0.3; LMPTP inh: -2.7; MsrA inhibitor: 0.1; STEP inh: -1.7

What do the screens show for `CCc1oc(C(=O)O)cc1COC`?
SUMO1 PPI mod: -0.7; DNMT1 inh: 42.5; Scp-1 inhibitor: 66.3*; CendR NRP1 mod: -4.9; eLon inh: -7.5; MsrA act: -10.3; TbMetRS inhib: -0.7; LMPTP inh: -2.1; MsrA inhibitor: 0.6; STEP inh: 0.4

Results for O=C(O)CNC(=O)c1ccc(NS(=O)(=O)c2ccc3ccccc3c2)cc1 ?
SUMO1 PPI mod: 8.7; DNMT1 inh: -1.8; Scp-1 inhibitor: 17.1; CendR NRP1 mod: -14.5; eLon inh: 7.2; MsrA act: -6.8; TbMetRS inhib: -0.5; LMPTP inh: 0.5; MsrA inhibitor: 0.0; STEP inh: -0.5

How did CNc1nc(C)c(C(C)=O)cc1C#N do in these assays?
SUMO1 PPI mod: -2.3; DNMT1 inh: -0.3; Scp-1 inhibitor: 3.6; CendR NRP1 mod: -6.8; eLon inh: 4.7; MsrA act: -6.3; TbMetRS inhib: -0.2; LMPTP inh: -1.4; MsrA inhibitor: 1.2; STEP inh: 1.5

Results for O=S(=O)(NCC(Nc1ccc(Cl)cc1)c1ccccc1)c1ccc(Cl)cc1 (centres undefined) ?
SUMO1 PPI mod: 1.6; DNMT1 inh: -8.4; Scp-1 inhibitor: -8.2; CendR NRP1 mod: 0.9; eLon inh: 1.2; MsrA act: -8.1; TbMetRS inhib: -0.6; LMPTP inh: 3.3; MsrA inhibitor: 1.9; STEP inh: -1.3

How did CCCCN(C=O)c1c(CC)nc2c(OCC3CCCCC3)cccn12 do in these assays?
SUMO1 PPI mod: -2.3; DNMT1 inh: -4.8; CendR NRP1 mod: 6.8; eLon inh: 0.9; MsrA act: 0.9; TbMetRS inhib: -0.2; LMPTP inh: 0.7; MsrA inhibitor: 0.1; STEP inh: 1.6

What do the screens show for `CNS(=O)(=O)c1cccc(C(=O)OCC(=O)c2c(N)n(Cc3ccccc3)c(=O)n(C)c2=O)c1`?
SUMO1 PPI mod: -1.2; DNMT1 inh: 21.8; Scp-1 inhibitor: 33.0; CendR NRP1 mod: 4.4; eLon inh: 4.3; MsrA act: -4.3; TbMetRS inhib: -0.5; LMPTP inh: 3.9; MsrA inhibitor: -0.6; STEP inh: 8.7

How did C[C@@H]1CN([C@H](C)CO)C(=O)c2c(c3ccccc3n2C)-c2ccccc2CO[C@H]1CN(C)Cc1cccc(C(=O)O)c1 do in these assays?
SUMO1 PPI mod: 1.2; DNMT1 inh: 4.3; CendR NRP1 mod: 1.8; eLon inh: -0.7; MsrA act: -2.3; TbMetRS inhib: -0.8; LMPTP inh: -1.7; MsrA inhibitor: -1.1; STEP inh: -2.1

3 structures already listed, ordered by molar mass, smallest number first:
How did Cc1cc(C)n(C(=O)c2ccc([N+](=O)[O-])cc2Cl)n1 do in these assays?
SUMO1 PPI mod: -22.2; DNMT1 inh: -1.5; Scp-1 inhibitor: -5.0; CendR NRP1 mod: 3.1; eLon inh: 7.3; MsrA act: -7.0; TbMetRS inhib: -0.3; LMPTP inh: -2.7; MsrA inhibitor: 0.1; STEP inh: -1.7

How did CCCCN(C=O)c1c(CC)nc2c(OCC3CCCCC3)cccn12 do in these assays?
SUMO1 PPI mod: -2.3; DNMT1 inh: -4.8; CendR NRP1 mod: 6.8; eLon inh: 0.9; MsrA act: 0.9; TbMetRS inhib: -0.2; LMPTP inh: 0.7; MsrA inhibitor: 0.1; STEP inh: 1.6

Results for O=C(O)CNC(=O)c1ccc(NS(=O)(=O)c2ccc3ccccc3c2)cc1 ?
SUMO1 PPI mod: 8.7; DNMT1 inh: -1.8; Scp-1 inhibitor: 17.1; CendR NRP1 mod: -14.5; eLon inh: 7.2; MsrA act: -6.8; TbMetRS inhib: -0.5; LMPTP inh: 0.5; MsrA inhibitor: 0.0; STEP inh: -0.5

Continuation.
Results for O=C(COC(=O)/C=C/c1ccc(F)cc1)NCc1ccc2c(c1)OCO2 ?
SUMO1 PPI mod: -4.0; DNMT1 inh: 12.4; Scp-1 inhibitor: 1.9; CendR NRP1 mod: 0.6; eLon inh: 10.2; MsrA act: 0.3; TbMetRS inhib: 0.1; LMPTP inh: -1.4; MsrA inhibitor: -0.6; STEP inh: 1.0

What do the screens show for `CCOC(=O)C1(Cc2ccccc2C)CCCN(C(=O)CCn2nccc2C)C1` (centres undefined)?
SUMO1 PPI mod: 1.5; DNMT1 inh: 1.5; Scp-1 inhibitor: -4.2; CendR NRP1 mod: 8.0; eLon inh: -1.6; MsrA act: -5.4; TbMetRS inhib: -0.7; LMPTP inh: -0.3; MsrA inhibitor: 1.8; STEP inh: -1.0

What do the screens show for `CCc1ccc(NC(=S)Nc2cc(OC)c(NC(=O)C(C)C)cc2OC)cc1`?
SUMO1 PPI mod: 1.2; DNMT1 inh: -0.3; Scp-1 inhibitor: -3.7; CendR NRP1 mod: 1.1; eLon inh: 1.3; MsrA act: 0.7; TbMetRS inhib: -0.1; LMPTP inh: 0.9; MsrA inhibitor: -0.1; STEP inh: 5.8

Results for CC(C)CN(C(=O)C1CCCC1)C1CCS(=O)(=O)C1 (centres undefined) ?
SUMO1 PPI mod: -1.2; DNMT1 inh: -2.3; Scp-1 inhibitor: 3.4; CendR NRP1 mod: 2.8; eLon inh: -7.7; MsrA act: -11.2; TbMetRS inhib: -0.9; LMPTP inh: -1.5; MsrA inhibitor: 0.9; STEP inh: -4.4

What do the screens show for `COc1cccc(NC(=O)Cn2c(=O)n(CC3CCCO3)c(=O)c3ccccc32)c1` (centres undefined)?
SUMO1 PPI mod: -6.5; DNMT1 inh: -2.3; Scp-1 inhibitor: -6.9; CendR NRP1 mod: -4.6; eLon inh: -0.3; MsrA act: -1.4; TbMetRS inhib: 0.5; LMPTP inh: 0.0; MsrA inhibitor: 1.3; STEP inh: 3.1

What do the screens show for `CCOc1cc(-c2nnc(NC(=O)c3ccco3)o2)cc(OCC)c1OCC`?
SUMO1 PPI mod: 5.7; DNMT1 inh: 3.5; Scp-1 inhibitor: 1.0; CendR NRP1 mod: 5.0; eLon inh: -2.0; MsrA act: -4.1; TbMetRS inhib: -0.5; LMPTP inh: -2.5; MsrA inhibitor: 0.3; STEP inh: -0.3

What do the screens show for `CC(=O)NS(=O)(=O)c1ccc(NC(=S)NC(=O)C2CCC2)cc1`?
SUMO1 PPI mod: 4.3; DNMT1 inh: 1.8; Scp-1 inhibitor: -4.0; CendR NRP1 mod: 2.7; eLon inh: 0.7; MsrA act: -2.5; TbMetRS inhib: -0.1; LMPTP inh: -2.5; MsrA inhibitor: 1.3; STEP inh: 1.0

How did CN(CC(=O)Nc1cccc(F)c1)CC(=O)Nc1cccc(S(=O)(=O)N2CCCCC2)c1 do in these assays?
SUMO1 PPI mod: 4.3; DNMT1 inh: -8.1; Scp-1 inhibitor: -1.7; CendR NRP1 mod: 16.3; eLon inh: 0.3; MsrA act: -5.8; TbMetRS inhib: -0.4; LMPTP inh: 0.7; MsrA inhibitor: -0.3; STEP inh: -1.6

What do the screens show for `CCN(CC)S(=O)(=O)c1cc(NC(=O)C(=O)c2c(-c3ccccc3)cc3ccccn23)ccc1C`?
SUMO1 PPI mod: -10.6; DNMT1 inh: -8.1; Scp-1 inhibitor: -13.4; CendR NRP1 mod: 1.5; eLon inh: -1.4; MsrA act: -5.0; TbMetRS inhib: 0.0; LMPTP inh: 0.8; MsrA inhibitor: 0.5; STEP inh: 2.9

How did CC(C)(C)c1ccc(/C=N/NC(=O)Cc2c[nH]c3ccccc23)cc1 do in these assays?
SUMO1 PPI mod: -1.2; DNMT1 inh: -8.7; Scp-1 inhibitor: -5.5; CendR NRP1 mod: 9.1; eLon inh: -15.8; MsrA act: -3.3; TbMetRS inhib: -0.8; LMPTP inh: 1.0; MsrA inhibitor: -0.4; STEP inh: -1.8

How did S=c1[nH]nc(-c2ccco2)n1/N=C/c1ccccc1 do in these assays?
SUMO1 PPI mod: -2.0; DNMT1 inh: 1.3; Scp-1 inhibitor: -3.5; CendR NRP1 mod: 3.5; eLon inh: -1.9; MsrA act: -1.8; TbMetRS inhib: -0.3; LMPTP inh: -1.3; MsrA inhibitor: 0.4; STEP inh: -0.8

Results for COC(=O)c1c(C)c[nH]c1C ?
SUMO1 PPI mod: -3.4; DNMT1 inh: -1.5; Scp-1 inhibitor: 4.1; CendR NRP1 mod: -18.5; eLon inh: -16.2; MsrA act: -6.1; TbMetRS inhib: -2.2; LMPTP inh: -0.2; MsrA inhibitor: -0.3; STEP inh: -1.0

What do the screens show for `COc1ccc(CCNC(=O)CSc2nnc(C(C)N(C)C)n2Cc2ccccc2)cc1OC` (centres undefined)?
SUMO1 PPI mod: -4.6; DNMT1 inh: 4.2; Scp-1 inhibitor: -4.2; CendR NRP1 mod: 0.8; eLon inh: 1.3; MsrA act: -8.5; TbMetRS inhib: -1.1; LMPTP inh: 0.0; MsrA inhibitor: -1.0; STEP inh: 1.5
